# RXFP1 antagonist = RXFP1 (human) relaxin receptor antagonism | HEK293-RXFP1, relaxin-stimulated cAMP HTRF, 30 min; hits give low values | activity change, negative = inhibition, % at 57.5 µM | 350,000 compounds, 0.59% hits | AID 1259400;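 active = activity change of -60% or lower, but not beyond a set lower limit; inconclusive = change between -60% and -40%, or beyond the set limit; inactive = change above -40%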; note: % is set by controls: 0 for no effect and ±100 for the full control effect
# PGK inhibitor = inhibitors of T. brucei phosphoglycerate kinase. PGK/GAPDH coupled, Kinase-Glo luminescence, 60 min. Potency, µM (titrated, usually from 57.5 µM), for inactives: at the top dose activity change, negative = inhibition, usual class: inhibitors. 380,000 compounds, 0.043% hits. AID 602233; note: potency is the fitted concentration of half-maximal effect; % is set by controls: 0 for no effect and ±100 for the full control effect; nearly all actives have a fitted effect of over 60% in size
#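 Luminescent ATP detection (Kinase-Glo Plus) follows a 60-minute room-temperature incubation, with wells lacking PGK as controls. Buffer: 100 mM TEA (pH 7.6), 5 mM MgCl2, 0.01% Tween-20. Coupling enzyme GAPDH (100 nM final) supplies unstable 1,3-BPG in-well.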
# BLM helicase inh = inhibitors of human Bloom syndrome helicase BLM. recombinant BLM DNA unwinding, fluorescence dequenching. Potency, µM (top dose mostly 56.1 µM), for the others: at the highest dose activity change, negative = inhibition, usual class: inhibitors. 350,000 compounds, 0.2% hits. AID 2528;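 note: potency is the fitted concentration of half-maximal effect; plate controls were vehicle for no effect and no enzyme for full effect; nearly all actives have a fitted effect of over 35% in size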
# APE1 inh = APE1 (human) endonuclease inhibition; AID 2517; recombinant APE1, TAMRA/BHQ-2 abasic DNA cleavage fluorescence; 350,000 compounds, 0.35% hits; P27695; Potency, µM (series often up to 65.8 µM), for inactives: at the top dose activity change, negative = inhibition, most hits filed as inhibitors;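 note: potency is the fitted concentration of half-maximal effect; plate controls were vehicle for no effect and reference inhibitor for full effect; nearly all actives have a fitted effect of over 55% in size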
# Target sequence (P27695 whole entry, looked up): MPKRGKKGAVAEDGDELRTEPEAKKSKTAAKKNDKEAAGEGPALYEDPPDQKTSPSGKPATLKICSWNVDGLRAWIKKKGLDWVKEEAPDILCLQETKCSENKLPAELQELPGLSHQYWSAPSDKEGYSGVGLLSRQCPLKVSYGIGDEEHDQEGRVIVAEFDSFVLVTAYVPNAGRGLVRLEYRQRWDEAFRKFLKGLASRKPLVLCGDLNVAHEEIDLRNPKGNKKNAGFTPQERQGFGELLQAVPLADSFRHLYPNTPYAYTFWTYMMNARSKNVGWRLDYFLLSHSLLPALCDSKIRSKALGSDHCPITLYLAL
#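 Enzyme (0.75 nM final) and test compound are incubated 15 min at room temperature before adding 50 nM quenched THF abasic-site duplex. Cleavage dequenches TAMRA, followed at 525/598 nm over three reads one minute apart.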
# POLI inh = blocks human DNA polymerase iota activity. 390,000 compounds, 1% hits. Pol iota fluorescent replication assay, 10 min. Potency, µM (highest dose often 115 µM), for the others: at the highest dose activity, negative = inhibition, usual class: inhibitors. Q9UNA4. AID 588590; note: potency is the fitted concentration of half-maximal effect
# Target sequence (Q9UNA4 whole entry, looked up): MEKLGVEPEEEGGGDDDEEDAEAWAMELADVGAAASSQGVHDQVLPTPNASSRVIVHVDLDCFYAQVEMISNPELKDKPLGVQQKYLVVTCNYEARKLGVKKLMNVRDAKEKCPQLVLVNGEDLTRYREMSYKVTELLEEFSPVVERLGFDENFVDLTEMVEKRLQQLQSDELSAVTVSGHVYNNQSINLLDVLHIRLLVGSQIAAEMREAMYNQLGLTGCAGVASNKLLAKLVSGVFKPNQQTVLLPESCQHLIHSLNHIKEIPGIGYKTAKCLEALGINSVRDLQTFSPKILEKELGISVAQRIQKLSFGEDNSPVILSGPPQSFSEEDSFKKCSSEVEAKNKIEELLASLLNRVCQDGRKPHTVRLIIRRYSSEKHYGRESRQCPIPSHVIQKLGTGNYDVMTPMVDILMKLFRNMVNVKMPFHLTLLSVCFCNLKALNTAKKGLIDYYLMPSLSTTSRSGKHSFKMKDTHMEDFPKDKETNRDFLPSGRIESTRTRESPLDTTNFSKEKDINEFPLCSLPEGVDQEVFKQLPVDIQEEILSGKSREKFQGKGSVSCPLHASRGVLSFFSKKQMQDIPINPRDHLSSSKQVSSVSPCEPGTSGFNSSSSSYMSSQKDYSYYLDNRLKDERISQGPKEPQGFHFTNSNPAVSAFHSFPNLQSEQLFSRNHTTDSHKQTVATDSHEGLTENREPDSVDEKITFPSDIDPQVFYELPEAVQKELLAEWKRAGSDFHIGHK
#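 Pol iota at 10 nM preincubated 15 min with compounds at room temperature; reaction started with fluorescent substrate, 50 nM final. Fluorescence read kinetically at 0 and 10 min; buffer-only wells as negative control.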
# Pol eta inh = blocks human DNA polymerase eta activity; recombinant Pol eta, fluorescent DNA replication assay; Potency, µM (titrated, usually from 114 µM), for inactives: at the top dose activity change, negative = inhibition, hits mostly inhibitors; 390,000 compounds, 1.2% hits; note: potency is the fitted concentration of half-maximal effect; % is set by controls: 0 for no effect and ±100 for the full control effect
#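 Pol eta at 10 nM preincubated with compounds 15 min at room temperature; reaction started with fluorescent substrate (50 nM final) and read kinetically at 0 and 10 min.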
# POLK inh = blocks human DNA polymerase kappa activity; Q9UBT6; purified Pol kappa, fluorescent DNA synthesis assay, 10 min; Potency, µM (series often up to 107 µM), for inactives: at the highest dose activity, negative = inhibition, most hits filed as inhibitors; 400,000 compounds, 0.53% hits; AID 588579; note: potency is the fitted concentration of half-maximal effect; % is set by controls: 0 for no effect and ±100 for the full control effect
#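 First, compounds were pin-transferred onto 10 nM Pol kappa. After 15 min at room temperature, substrate was added to 50 nM final. Fluorescence was then measured kinetically at 0 and 10 min.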
# POLB inh = blocks human DNA polymerase beta activity; P06746; Pol beta primer extension/strand displacement, fluorescence kinetic; Potency, µM (titrated, usually from 114 µM), for inactives: top-dose activity change, negative = inhibition, usual class: inhibitors; 340,000 compounds, 1.3% hits; AID 485314; note: potency is the fitted concentration of half-maximal effect; % is set by controls: 0 for no effect and ±100 for the full control effect
#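 Pol beta (10 nM) and compounds were preincubated 15 min at room temperature, then 50 nM substrate (final) started primer extension/strand displacement. Reads were taken at 0 and 10 min; concentration-response data were fitted to a four-parameter Hill equation.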
# Anesthetic bind = candidate novel general anesthetic via apoferritin binding. apoferritin/1-aminoanthracene competitive binding, fluorescence. Potency, µM (highest dose often 77.5 µM), without a hit: at the top dose activity change, negative = displacement, most hits filed as inhibitors. AID 485281. P02791. 350,000 compounds, 0.074% hits; note: potency is the fitted concentration of half-maximal effect; % is set by controls: 0 for no effect and ±100 for the full control effect; nearly all actives have a fitted effect of over 20% in size
#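 Horse-spleen apoferritin (10 uM) was mixed with 50% saturated 1-aminoanthracene in PBS, exposed to compounds for 10 min at room temperature, and read for fluorescence (ex 380 nm, em 535 nm). Competitive displacement was fitted with a four-parameter Hill equation.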
# The depositor's hits bear a star; i = inactive; ? = inconclusive; . = not tested or not shown; & = joins results of further samples; [ ] = another dose, or the depositor's remark. Unless noted, calls come from the whole dose curve; as a rule, active = well fitted curve in the direction sought with a large enough effect; inconclusive = small, poorly fitted or top-dose-only effect, or another doubt; inactive = no such curve, though single readings can be large; an effect the other way counts as inactive or inconclusive.
nr	SMILES	RXFP1 antagonist	PGK inhibitor	BLM helicase inh	APE1 inh	POLI inh
1	Cc1ccc(C(=O)NC2CC2)cc1S(=O)(=O)N1CCOCC1	14	i	.	-2%	-25%
2	Cc1ccc(CNC(=O)c2ccccc2NC(=O)CN2CCN(C)CC2)cc1	7	4%	1%	50%	5%
3	N=c1n(CCO)c2ccccc2n1CCN1CCCCC1	7	-5%	1%	0%	116%[activator]
4	COc1cc(O)c(C(CCN2CCCCC2)c2ccc3c(c2)OCO3)c(OC)c1 (stereo not drawn)	.	-2%	2%&2%	-1%&12%	8%&14%
5	Cc1ccc(C)c(OCCn2cc(/C=C(\C#N)C(=O)NCC3CCCO3)c3ccccc32)c1 (stereo not drawn)	-8	0%	-5%	?	12%
6	COC(=O)c1ccccc1NC(=O)c1cncc(Br)c1	-4	.	2%	3%	3%
7	COc1cccc(S(=O)(=O)Nc2cccnc2)c1	-8	i	-1%	-1%	1%
8	COc1ccc(/C=C(/NC(=O)c2ccccc2)C(=O)N/N=C/c2ccncc2)cc1	-3	-5%	6%	3%	-15%
9	CN(C)c1ccc(CNC(=O)c2cnc3sc(N4CCCC4)nn3c2=O)cc1	3	16%	-2%	.	-2%
10	CCN(CC)c1ccc(C(=O)N2CCC(c3ccncc3)CC2)cc1	-2	i	1%	.	0%
11	O=C(O)CCC(=O)N1CCc2cc(S(=O)(=O)NC3CCCc4ccccc43)ccc21 (stereo not drawn)	29	-5%	4%	-1%	-10%[58.9 µM]
12	COc1ccccc1CC(=O)NCc1nn(-c2ccccc2)nc1C	6	i	-2%	0%	2%

nr	Pol eta inh	POLK inh	POLB inh	Anesthetic bind
1	1%	-21%	.	.
2	-2%	-10%	32%	-9%
3	-14%	-1%	-1%	-2%
4	-5%	20%&18%	32%	-17%&0%
5	-25%	-17%	18%	-9%
6	-9%	3%	6%	-9%
7	-18%	0%	-4%	-8%
8	-6%	10%	7%	0%
9	-17%	-3%	11%	7%
10	-12%	-10%[60.1 µM]	2%	-4%
11	4%	-12%	18%	-6%
12	-2%	-10%	5%	10%

# (listing goes on)
nr	SMILES	RXFP1 antagonist	PGK inhibitor	BLM helicase inh	APE1 inh	POLI inh
13	COc1ccccc1CNC(=O)COc1ccc(S(=O)(=O)N2CCCC2)cc1	9	-8%	-4%	16%	-10%
14	CCCCN1C(=O)/C(=C2/Sc3ccc(Cl)cc3N2CC)SC1=S	.	.	0%	7%	.
15	Cc1cccc(S(=O)C(c2ccccc2)c2ccccc2)c1 (stereo not drawn)	?	8%	.	.	55%[activator]
16	CCCCCn1c(=O)[nH]c2cc(C(=O)N3CCN(c4ccccc4F)CC3)ccc2c1=O	-13	0%&-4%	-4%&-1%	76%[activator]	16%&11%
17	O=C(OCc1nc2ccccc2s1)c1ccc(Br)s1	-4	-2%	-7%	0%	-11%
18	CC(=O)NC1=NN(C(C)=O)C(C)(c2ccccn2)S1 (stereo not drawn)	14	-4%	-1%	5%	-8%
19	NC(=O)c1ccc(NC(=O)COC(=O)C2CCN(S(=O)(=O)c3cccs3)CC2)cc1	2	-4%	.	19%	12%
20	Cc1ccc(-n2nnnc2-c2cccs2)cc1[N+](=O)[O-]	-8	i	.	.	-29%[58.9 µM]
21	CCN1/C(=C/c2cc[n+](C)cc2)C=Cc2cc(C)ccc21	-11	-16%	0%	-5%	?
22	Cc1nnc2c3ccccc3c(-c3ccccc3)nn12	-18	-2%	.	.	15%
23	Cc1nnc(NC(=O)CSc2nccn2C)s1	3	i	1%	2%	10%
24	N#CCn1cnc2c(oc3ccccc32)c1=O	5	-9%	-2%	-4%	7%

nr	Pol eta inh	POLK inh	POLB inh	Anesthetic bind
13	2%	-7%	5%	-8%
14	.	.	6%	-4%
15	-10%	-16%	.	.
16	-10%&-13%	1%&9%	-11%&9%	?
17	-4%	-1%	3%	?
18	-5%	-7%	9%	-3%
19	-15%	-2%	.	.
20	-16%	-2%	.	.
21	?	-20%	22µM*	-10%
22	-2%	-16%	.	.
23	3%	-8%	-7%	-11%
24	2%	-6%	?	0%

# (further entries)
nr	SMILES	RXFP1 antagonist	PGK inhibitor	BLM helicase inh	APE1 inh	POLI inh
25	O=C(CCc1nc2ccccc2c(=O)[nH]1)Nc1ccc(Cl)c(Cl)c1	5	-10%	-7%	-1%	10%
26	COc1ccc(C(=O)Nc2ccccc2C(=O)NC(Cc2ccc(O)cc2)C(=O)NNC(=O)c2ccccc2Cl)cc1 (stereo not drawn)	2	-2%	-10%	?	?
27	O=C(COc1ccc(Br)cc1Br)NC(=S)N1CCCc2ccccc21	-13	.	-1%	-1%	56%[activator]
28	CC(=O)Nc1ccc(NC(=O)COC(=O)/C=C/c2ccc3c(c2)OCO3)cc1	0	10%	.	-9%	23%
29	CC(=O)C1=C(O)C(=O)N(c2ccc(O)cc2)C1c1cccc([N+](=O)[O-])c1 (stereo not drawn)	6	-4%	4%	15%	-12%
30	COc1ccc(-c2nc(SCC(=O)Nc3ccc4c(c3)OCO4)c(-c3ccc(F)cc3)[nH]2)cc1OC	-18	-6%	-11%	.	?
31	COc1cccc(NC(=O)Cn2nc(N3CCN(c4ccccc4)CC3)ccc2=O)c1	-7	i	-4%	.	-18%
32	Clc1ccc(C2=CSC3=NCCN23)cc1Cl	-16	-8%	5%	16%	11%
33	CCOC(=O)c1[nH]c(C)c(CCC(=O)Nc2ccccc2C(=O)OC)c1C	-9	i	-1%	.	-10%
34	CN(CCC#N)S(=O)(=O)c1ccc2c(c1)c(=O)n(C)c(=O)n2C	2	-7%	1%	3%	25%
35	NC(=O)c1nc(-c2ccco2)nc2c1[nH]c(=O)n2-c1ccc(Cl)c(Cl)c1	-8	0%	-2%	-4%	?
36	CCCCCCn1c(N(CC)CC)nc2c1c(=O)[nH]c(=O)n2C	-2	-10%	-5%	2%	-4%

nr	Pol eta inh	POLK inh	POLB inh	Anesthetic bind
25	1%	-18%	-11%	?
26	?	-17%	?	4%
27	2%	-15%	-10%	-10%
28	4%	-13%	.	.
29	5%	-10%	4%	-2%
30	-4%	-23%	-31%	-11%
31	-13%	-19%	16%	?
32	-3%	4%	17%	-13%
33	0%	-13%[60.1 µM]	2%	4%
34	-7%	-5%	0%	-8%
35	-12%	-8%	7%	2%
36	2%	-8%	23%	-21%

# In a second layout: entries from further up
entry | SMILES | RXFP1 antagonist | PGK inhibitor | BLM helicase inh | APE1 inh | POLI inh | Pol eta inh | POLK inh | POLB inh | Anesthetic bind
3 | N=c1n(CCO)c2ccccc2n1CCN1CCCCC1 | 7 | -5% | 1% | 0% | 116%[activator] | -14% | -1% | -1% | -2%
4 | COc1cc(O)c(C(CCN2CCCCC2)c2ccc3c(c2)OCO3)c(OC)c1 (stereo not drawn) | . | -2% | 2%&2% | -1%&12% | 8%&14% | -5% | 20%&18% | 32% | -17%&0%
5 | Cc1ccc(C)c(OCCn2cc(/C=C(\C#N)C(=O)NCC3CCCO3)c3ccccc32)c1 (stereo not drawn) | -8 | 0% | -5% | ? | 12% | -25% | -17% | 18% | -9%
6 | COC(=O)c1ccccc1NC(=O)c1cncc(Br)c1 | -4 | . | 2% | 3% | 3% | -9% | 3% | 6% | -9%

# (listing goes on)
nr	SMILES	RXFP1 antagonist	PGK inhibitor	BLM helicase inh	APE1 inh	POLI inh
37	CC1=NNC(=O)C1CC(=O)N/N=C/c1cccs1 (stereo not drawn)	-2	-10%	4%	6%	-29%
38	O=C(NCc1ccco1)C(c1cccnc1)N(C(=O)Cn1nnc2ccccc21)c1ccc(F)cc1 (stereo not drawn)	-1	-5%	-1%	-1%	0%
39	N#Cc1ccc(CSc2ncnc3c2cnn3Cc2ccccc2)cc1	1	3%	-8%	3%	-2%
40	CCn1nc(C(=O)Nc2ccc(Cl)c(S(=O)(=O)N3CCOCC3)c2)c2ccccc2c1=O	13	4%	.	-22%	11%
41	O=C(CCCCCN1C(=O)c2ccccc2C1=O)Nc1ccccc1F	12	2%	-13%	12%	6%
42	O=C(Nc1ccc2c(c1)OCCO2)c1cccc(Br)c1	-15	-12%	-5%	5%	27%
43	CC(=O)c1cccc(NC2c3ncccc3C(=O)N2Cc2ccco2)c1 (stereo not drawn)	5	-1%	-21%	-4%	?
44	CC(C)c1ccc(-c2nn(-c3ccccc3)cc2C(=O)NCC2CCCO2)cc1 (stereo not drawn)	1	-7%	.	-24%	19%
45	Cc1cc(C)c(S(=O)(=O)NCC2CCC(C(=O)NCc3ccccn3)CC2)c(C)c1 (stereo not drawn)	2	0%	-2%	-6%	93%[activator]
46	Cc1nc(NC(N)=S)sc1C(=O)Nc1ccccc1	4	-8%	-1%	-11%	13%
47	CNc1nc(-c2ccc(OC)cc2)c(-c2ccc(OC)cc2)s1	4	0%	-4%	2%	6%
48	O=C(N/N=C\c1cccc([N+](=O)[O-])c1O)C1COc2ccccc2O1 (stereo not drawn)	6	1%	3%	-1%	?
49	CCOC(=O)c1ccc(NC(=O)NCc2ccn(CC)n2)cc1	-21	-9%	2%	5%	0%
50	CC1CCN(c2ccccc2NC(=O)c2ccc(F)cc2)CC1	-17	-6%	-10%	4%	90%[activator]
51	Fc1ccc(-c2nc3ccccc3c3nc4ccccc4n23)cc1	23	-9%	-3%	0%	0%

nr	Pol eta inh	POLK inh	POLB inh	Anesthetic bind
37	-8%	-5%	-20%	-11%
38	-14%	-1%	2%	-14%
39	-3%	-8%	18%	-16%
40	-8%	-9%	.	.
41	-4%	-15%	-29%	-16%
42	-14%	-10%	-3%	-9%
43	-13%	-41%	-28%	-16%
44	-6%	0%	.	.
45	-14%	-6%	3%	-8%
46	-14%	-5%	1%	-18%
47	-11%	1%	5%	-4%
48	-8%	-11%	5%	-2%
49	-16%	-21%	32%	-9%
50	-8%	-22%	5%	-19%
51	-8%	1%	1%	3%

# The list is partial (hit frequency here may not be typical).
